NPR2 activator: GC-B (human) receptor activation | P20594 | HEK293-GC-B cells, CNP EC30, cGMP TR-FRET; 0% at EC30 CNP, 100% saturating CNP | activation, % at 10 µM | actives 0.11% (n = 370,000) | AID 1920062;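 active = activation at 10 µM reaching about 35% in either raw or pattern-adjusted values, limit read from the data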
sPLA2-III inh: Blocks human group III sPLA2 activity; QFRET BODIPY PC-A2 liposome hydrolysis, fluorescence; inhibition, % at 12.2 µM; actives 0.56% (n = 370,000);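 active = inhibition above mean plus 3 SD of compounds lying within the high and low control bounds, cut at about 19% in these data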;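 also: 0% = median of test compound wells and 100% = no enzyme DMSO wells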
Target sequence (Q9NZ20 whole entry, looked up): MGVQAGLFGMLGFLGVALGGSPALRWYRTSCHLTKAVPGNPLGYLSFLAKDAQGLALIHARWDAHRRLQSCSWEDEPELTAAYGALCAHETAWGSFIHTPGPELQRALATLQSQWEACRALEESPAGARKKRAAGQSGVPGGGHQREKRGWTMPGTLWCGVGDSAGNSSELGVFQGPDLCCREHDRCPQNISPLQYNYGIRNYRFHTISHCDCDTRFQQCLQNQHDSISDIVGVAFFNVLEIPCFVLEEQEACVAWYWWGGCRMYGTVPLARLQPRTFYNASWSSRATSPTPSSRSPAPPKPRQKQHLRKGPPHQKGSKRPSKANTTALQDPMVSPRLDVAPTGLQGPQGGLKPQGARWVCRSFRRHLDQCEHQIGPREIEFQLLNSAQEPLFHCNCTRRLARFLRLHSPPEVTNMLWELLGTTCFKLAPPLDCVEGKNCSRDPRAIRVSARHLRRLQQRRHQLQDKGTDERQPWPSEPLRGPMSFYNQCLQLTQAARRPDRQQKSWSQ
GC-A act: GC-A (human) enzyme activation | P16066 | activation, % at 10 µM | HEK293 GC-A cells, cGMP TR-FRET, EC30 ANP; 0% at EC30 ANP, 100% saturating ANP | actives 0.14% (n = 370,000) | AID 1671463; in the data active = activation above about 40%
DAX1 inh-1: DAX1 (NR0B1) inhibition, primary screen; HEK293T StAR-luciferase reporter, SF-1/DAX-1 repression relief; inhibition, % at 6.8 µM; actives 1.1% (n = 370,000); AID 652010;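 active = inhibition above the mean over all tested compounds plus 3 SD, cut at about 3.6% in these data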;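 also: 0% = DAX-1 cells with DMSO and 100% = cells lacking DAX-1 with DMSO; higher inhibition means more luminescence from relief of DAX-1 repression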
DAX1 inh-2: NR0B1 (DAX1) inhibition; HEK293 Gal4-DAX1 luciferase reporter, luminescence; inhibition, % at 6.75 µM; actives 0.99% (n = 340,000); AID 504766;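 active = inhibition above the mean over all tested compounds plus 3 SD, cut at about 4.2% in these data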;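 also: 0% = DAX1-transfected cells with DMSO and 100% = empty-vector control cells with DMSO; inhibition shows as a rise in luminescence from relieved DAX1 repression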
Target sequence (P51843 207-470 limits assumed): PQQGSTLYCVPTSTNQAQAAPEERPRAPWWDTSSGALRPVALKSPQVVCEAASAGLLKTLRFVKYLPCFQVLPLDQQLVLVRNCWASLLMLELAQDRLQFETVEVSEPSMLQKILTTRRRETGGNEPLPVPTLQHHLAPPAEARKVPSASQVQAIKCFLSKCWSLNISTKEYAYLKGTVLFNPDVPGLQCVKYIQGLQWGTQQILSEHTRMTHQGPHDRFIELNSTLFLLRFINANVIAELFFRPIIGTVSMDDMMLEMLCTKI
hgDAF12 agonist: agonists of H. glycines DAF-12 nuclear receptor | activation, % at 6.8 µM | HEK293 GAL4-hgDAF12 UAS-luciferase reporter, agonist luminescence; normalized to butyrate control | actives 1.8% (n = 370,000);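 active = activation above a cutoff set at the mean of all screened compounds plus 3 SD, cut at about 10% in these data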;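 also: 0% = DMSO wells and 100% = sodium butyrate wells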
FXN GAA850 act: increases GAA850 frataxin promoter reporter activity; AID 540364; HEK293 lucGAA850 FXN promoter luciferase reporter, 24 h; percent of 10 µM SAHA response; actives 0.56% (n = 360,000); activation, % at 6 µM;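 active = activation above the average of all compounds screened plus 3 SD, cutoff fixed separately per campaign, cut at about 7.5% in these data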;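 also: 0% = DMSO wells and 100% = 10 µM SAHA wells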
SMARCA2 act: activators of SMARCA2 function; MG213 cells, MMTV-luciferase reporter, dexamethasone, overnight; activation, % at 9.1 µM; actives 1% (n = 370,000); in the data active = activation above about 7.8%;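 also: 0% = vehicle wells and 100% = reference activator wells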
hcDAF12 agonist: activates DAF-12 receptor from parasite H. contortus; HEK293 hcDAF-12 lit1-tk-luc reporter, luminescence; 0% DMSO, 100% Δ7-dafachronic acid; activation, % at 6.8 µM; actives 1.4% (n = 370,000); AID 652067;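 active = activation above the mean of all tested compounds plus 3 SD, cut at about 5.5% in these data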;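 also: 100% = response to 3 µM Δ7-dafachronic acid high control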
proKLK7 act: activates the human kallikrein-7 zymogen. actives 0.9% (n = 370,000). purified proKLK7, EDANS-DABCYL substrate fluorescence; 100% is mature enzyme control, 0% vehicle. activation, % at 7 µM. AID 652039;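 active = activation above the mean of all tested compounds plus 3 SD, computed per campaign excluding outliers beyond control limits, cut at about 13% in these data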
ssDAF12 agonist: S. stercoralis DAF-12 activation, primary screen; actives 1% (n = 370,000); HEK293 ssDAF-12/GRIP1 lit1-tk-luc reporter, luminescence; % of 3 µM dafachronic acid response; activation, % at 6.8 µM; AID 652126;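 active = activation above the mean over all tested compounds plus 3 SD, cut at about 0.9% in these data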;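 also: 0% = DMSO-only wells and 100% = 3 µM delta7-dafachronic acid wells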
* hit, by the source's call; nt = no result given.

#	SMILES	NPR2 activator	sPLA2-III inh	GC-A act	DAX1 inh-1	DAX1 inh-2	hgDAF12 agonist	FXN GAA850 act	SMARCA2 act	hcDAF12 agonist	proKLK7 act	ssDAF12 agonist
1	O=C(CCC(=O)Nc1ccccc1Cl)NNC(=O)NC1CCCCC1	1	6	1	1.5	0.7	-0.7	-0.3	-2	-0.9	0.0	-1.0
2	Cc1cccc(C2c3[nH]c4ccccc4c3CCN2Cc2cccn2-c2ncccn2)c1 (stereo unspecified)	1	-3	-17	-0.8	0.7	2.4	-2.5	-1	5.1	0.3	-0.3
3	CC(C)N1C(=O)c2ccccc2NC(=O)C1C(=O)NC1CC1 (stereo unspecified)	-3	5	1	0.7	nt	-2.3	nt	-3	0.6	0.3	-0.9
4	Cc1nc(NCc2ccco2)c2oc3ccccc3c2n1	0	11	6	-1.3	-1.3	-1.4	1.5	-4	-1.3	0.5	-1.7
5	COc1ccc(-c2ccc(F)cc2)cc1[C@H]1[C@H]2C=CC[C@@H](C)[C@@H]2C(=O)N1Cc1ccccc1	-1	1	-2	0.4	2.3	0.7	0.2	-2	-1.0	-0.7	-1.4
6	COC(=O)[C@H]1C[C@H](OC(=O)NCc2ccccc2F)[C@@]2(O)CN(S(=O)(=O)c3ccc(C)cc3)CC2[C@H]1C(=O)OC (stereo partly specified)	0	-15	2	1.1	3.2	1.8	-4.7	-1	-1.0	-0.2	-0.3
7	CCc1noc(C)c1C(=O)N1CCCC(N2CCN(c3ccc(F)cc3)CC2)C1 (stereo unspecified)	3	3	-1	-0.2	-0.2	-0.9	3.0	-1	1.7	-0.9	-1.4
8	S=c1[nH]nc(-c2ccccn2)n1/N=C/c1ccc(-c2ccccc2Cl)o1	-9	2	5	1.1	-0.3	0.5	2.4	-2	-0.8	0.0	-1.3
9	CSCc1ccc(C(=O)Nc2ccc(C(N)=O)cc2)cc1	1	-6	3	5.3*	2.9	13*	1.4	5	4.4	10	-0.1
10	CCCCn1c2ccccc2c2nnc(SCC(=O)NC3=NN=C(c4ccccc4)CS3)nc21	3	-6	1	-0.5	nt	-1.5	nt	-3	2.2	-0.3	-1.1
11	O=C(CSc1ccc2nnc(-c3ccccn3)n2n1)Nc1ccccc1	-4	1	0	0.9	0.9	-0.3	0.7	-2	-1.4	-0.2	-1.3
12	COc1ccccc1NS(=O)(=O)c1ccc(NC(C)=O)cc1	-3	-2	2	-0.1	0.7	-1.7	2.6	0	-0.9	-0.2	-1.4
13	C=CCn1c(SCC(=O)NCc2ccc3c(c2)OCO3)nnc1C1COc2ccccc2O1 (stereo unspecified)	-1	-10	-2	-0.3	-0.5	-2.3	3.7	-4	-2.2	-0.3	-1.7
14	O=c1ccc2nc3ccccc3sc-2c1	-13	-11	-13	-2.8	nt	-2.8	nt	-4	-0.4	-1.7	0.0
15	CCOC(=O)CSc1nnc(N)s1	-3	6	6	-0.4	0.4	0.8	-2.5	-1	-1.5	0.5	-0.9
16	COc1ccc(C=Nn2c(-c3ccc(F)cc3)n[nH]c2=S)c(OC)c1OC	-12	0	-1	-1.4	nt	-2.2	nt	-2	-1.9	1.4	-0.8
17	Cc1cc(C)c2[nH]c(C(=O)Nc3ccc4c(c3)OCO4)cc2c1	-2	-1	-1	0.2	-1.0	3.5	2.2	8.0*	-0.6	0.4	-1.9
18	Cc1nnc(SCC(=O)Nc2ccc3c(c2)OCO3)o1	1	0	-2	-0.2	0.1	-1.2	-2.0	-1	0.3	0.0	-1.1
19	Cc1ccccc1NC(=O)C1CCN(S(=O)(=O)c2cccc3nonc23)CC1	5	-6	2	0.3	-1.0	1.4	-1.3	-1	-1.8	-0.7	-1.1
20	COc1ccccc1N1CCN(CCOc2c(OC)cccc2OC)CC1	2	-6	2	-0.1	4.6*	-2.7	-4.6	-2	-1.0	-0.7	-1.4
21	Cc1ccc(C(=O)N/C(=C\c2cccs2)C(=O)NCC2CCCO2)cc1C (stereo unspecified)	2	6	2	0.0	-0.2	-2.1	1.2	-1	-1.3	-0.6	-1.1
22	O=C1CCC(=O)N1OCCCCOc1ccccc1	1	3	-2	-0.5	0.0	1.7	-0.4	1	1.4	0.1	-1.4
23	COc1cccc(NC(=O)CN(C)CC(=O)NCc2ccc(F)cc2)c1	-1	11	-3	-0.4	-0.9	0.0	0.4	-6	-0.8	0.4	-1.2
24	CC(C)Nc1nnc(SCC(=O)/C=C2\N(C)c3ccccc3C2(C)C)s1	0	5	-5	-0.5	-0.7	-1.8	3.0	-5	-5.3	0.5	-1.6
25	O=C(NC(c1ccccc1)c1ccsc1)C1CCN(CCOc2ccc(Cl)cc2Cl)CC1 (stereo unspecified)	10	-7	-2	2.6	nt	4.0	1.5	-2	-1.0	0.1	-1.3
26	CCN(CC(=O)NCc1cccs1)C(=O)/C=C/c1cc(Br)ccc1OC(F)F	0	-2	-4	-1.1	-1.3	1.1	2.1	0	-1.4	-0.1	-0.7
27	CCOC(=O)N1CCC(N2C(=O)c3ccccc3C2Nc2cc(Cl)c(OC)cc2OC)CC1 (stereo unspecified)	-6	-2	-10	0.1	-0.5	-0.7	-5.0	1	-1.2	1.4	-1.4
28	Cc1cc(NC(=O)CSCC(=O)N(C)Cc2cccc(Cl)c2)no1	-1	-3	-3	-1.1	1.3	2.5	0.0	3	0.5	-1.0	-0.3
29	CC(OC(=O)/C=C/c1cccc(C(F)(F)F)c1)C(=O)NC1CCCCC1C (stereo unspecified)	5	-3	-2	1.2	0.0	-0.3	-0.3	1	-1.4	-0.6	-0.5
30	CSc1nc2nccc(-c3ccc(Cl)cc3)n2n1	6	2	11	0.1	0.6	-0.4	0.9	0	-0.5	0.4	-1.0
31	Clc1cccc(Cc2c(-c3cccc(Br)c3)nc3ccc(Cl)cn23)c1	4	-21	-5	1.6	nt	4.1	nt	1	2.3	-4.9	-0.7
32	Cc1cc(=O)[nH]c2c1cnn2Cc1ccccc1	8	-4	11	-0.1	1.1	-0.5	0.2	-1	-0.6	0.5	-0.6
33	O=C(N=Nc1c(O)[nH]c2ccccc12)c1ccco1	-8	10	-3	2.5	4.4*	19*	2.4	8.2*	9.8*	0.6	0.7
34	COc1cc(NC2c3ncccc3C(=O)N2Cc2ccco2)cc(OC)c1 (stereo unspecified)	-12	-1	-14	0.1	-0.7	2.5	0.6	4	-1.3	0.1	-1.2
35	CCOC(=O)c1ccc[n+]([O-])c1	1	17	0	-0.8	0.8	-3.0	-0.1	-4	-1.5	-0.6	-1.4
36	COc1ccc2cc(CCN3C(=O)c4ccccc4C3=O)c(=O)[nH]c2c1	3	2	8	0.0	-0.1	0.5	1.8	0	-1.2	0.6	-0.9
37	CC(C)COC(=O)c1nnsc1NC(=O)Nc1ccccc1	-1	4	0	-0.6	-1.8	-0.9	-1.8	3	-0.6	0.5	-1.5
38	COc1ccc2c(c1C)CCC(C)(C#N)C2=O (stereo unspecified)	7	6	-2	-0.8	1.8	-2.9	2.0	1	-0.9	0.0	-0.7
39	CC(C)Oc1ccc(C(=O)Nc2ccc(Cl)c(S(=O)(=O)Nc3ccc(Cl)cc3)c2)cc1	-1	-15	1	-0.6	-1.9	1.6	-3.3	-6	-0.8	0.0	-1.7
40	COc1ccc(-c2c(C(=O)c3ccc(Br)cc3)[nH]c(N)c2C(=O)NCCc2c[nH]c3ccccc23)cc1OC	-7	-47	-7	-1.2	nt	2.0	nt	-2	-1.8	0.0	-0.9
41	Clc1cccc(Cl)c1NC1=NCCC1	1	5	5	-0.1	-0.5	0.4	2.8	-5	0.1	0.0	-1.0
42	CCCS(=O)(=O)NC(=O)C1(C)CCN1C(=O)Cc1ccc(-c2ccccc2)cc1 (stereo unspecified)	-2	6	13	-0.4	nt	0.3	0.8	-5	-1.4	-0.2	-1.1
43	CNc1nn(-c2cccc(Cl)c2)nc1N	1	22*	5	0.6	0.1	7.2	5.8	7	2.5	-0.2	-0.5
44	CC(=O)N(C(C)=O)c1cccc2c(N(C(C)=O)C(C)=O)cccc12	0	5	-1	-0.2	1.4	1.9	3.5	1	-0.4	-0.3	-0.2
45	O=C(NCc1ccco1)C1CCN(C(=O)c2ccc(Cl)cc2)CC1	2	9	2	-1.4	-0.1	-1.1	1.4	-3	-0.5	0.4	-1.9
46	CC(=O)NC1=NN(C(C)=O)C(C)(c2cccnc2)S1 (stereo unspecified)	0	2	2	-0.1	0.6	0.6	0.5	-3	0.1	-0.1	-1.9

Fetched by structure from the entries so far:
#	SMILES	NPR2 activator	sPLA2-III inh	GC-A act	DAX1 inh-1	DAX1 inh-2	hgDAF12 agonist	FXN GAA850 act	SMARCA2 act	hcDAF12 agonist	proKLK7 act	ssDAF12 agonist
43	CNc1nn(-c2cccc(Cl)c2)nc1N	1	22*	5	0.6	0.1	7.2	5.8	7	2.5	-0.2	-0.5
5	COc1ccc(-c2ccc(F)cc2)cc1[C@H]1[C@H]2C=CC[C@@H](C)[C@@H]2C(=O)N1Cc1ccccc1	-1	1	-2	0.4	2.3	0.7	0.2	-2	-1.0	-0.7	-1.4
18	Cc1nnc(SCC(=O)Nc2ccc3c(c2)OCO3)o1	1	0	-2	-0.2	0.1	-1.2	-2.0	-1	0.3	0.0	-1.1
44	CC(=O)N(C(C)=O)c1cccc2c(N(C(C)=O)C(C)=O)cccc12	0	5	-1	-0.2	1.4	1.9	3.5	1	-0.4	-0.3	-0.2
36	COc1ccc2cc(CCN3C(=O)c4ccccc4C3=O)c(=O)[nH]c2c1	3	2	8	0.0	-0.1	0.5	1.8	0	-1.2	0.6	-0.9

Screens: PubChem BioAssay, several laboratories
